# FXIa inh – human FXIa protease inhibitors, primary screen, biochemical, single compound per well | 33,000 tested, 0.3% active | purified human FXIa, fluorogenic AMC substrate cleavage | inhibition, % at 10 µM | Coagulation factor XI (Homo sapiens), P03951 | AID 687, 2007;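 active means inhibition above 40% in the primary screen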;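 further: 0% = enzyme without compound and 100% = blank wells lacking enzyme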
# Target sequence (P03951 19-387 limits assumed): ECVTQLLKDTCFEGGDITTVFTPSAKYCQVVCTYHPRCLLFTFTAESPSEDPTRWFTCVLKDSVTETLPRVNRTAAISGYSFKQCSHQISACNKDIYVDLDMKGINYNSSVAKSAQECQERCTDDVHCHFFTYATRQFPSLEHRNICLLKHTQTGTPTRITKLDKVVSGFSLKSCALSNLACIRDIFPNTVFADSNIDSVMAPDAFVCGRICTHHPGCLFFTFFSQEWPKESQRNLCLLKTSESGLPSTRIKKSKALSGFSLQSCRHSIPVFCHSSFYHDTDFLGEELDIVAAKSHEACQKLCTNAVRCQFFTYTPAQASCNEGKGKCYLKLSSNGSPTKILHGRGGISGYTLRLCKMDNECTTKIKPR
# Target sequence (P03951 388-625 limits assumed): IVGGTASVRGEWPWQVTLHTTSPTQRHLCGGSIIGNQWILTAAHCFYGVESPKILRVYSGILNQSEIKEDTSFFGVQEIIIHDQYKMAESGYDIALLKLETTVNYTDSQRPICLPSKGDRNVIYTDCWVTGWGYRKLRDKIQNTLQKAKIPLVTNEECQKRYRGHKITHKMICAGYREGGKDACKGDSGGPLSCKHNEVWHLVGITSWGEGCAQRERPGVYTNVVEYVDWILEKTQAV
# FXIIa single – human FXIIa protease inhibitors, primary screen, biochemical, single well; purified human FXIIa, AMC substrate fluorescence, 2 h; Coagulation factor XII (Homo sapiens), P00748; 33,000 tested, 0.2% active; inhibition, % at 10 µM; in the data active means inhibition above about 30%;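 further: 0% = enzyme with vehicle only and 100% = no enzyme blank; many of its hits are not listed in these tables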
# * = called active by the depositor. Only part of the results is shown; count on the stated rates, not on these rows.
SMILES,FXIa inh,FXIIa single
COc1ccc(CC(=O)Nc2cc(=O)n(C)c(=O)n2C)cc1,0.8,1.4
CCC(C)NC(=O)COc1ccc(Br)c(C)c1 (configuration not stated),-4.4,2.2
O=C(CSc1ncn[nH]1)Nc1ccnc2ccccc12,-3.1,4.1
Cc1ccc(-n2c(SCC(=O)Nc3cc(C)on3)nc3c([nH]c4ccccc43)c2=O)cc1,9.0,5.2
Cc1cccc(-n2nnc3cnn(C)c3c2=O)c1,28.2,-8.5
O=C(c1ccc(Cl)s1)N1CCc2ccccc21,0.3,15.4
CCOc1ccccc1OC(=O)c1ccco1,4.1,4.6
Cc1ccc2oc(-c3cccc(NC(=O)c4cc(-n5cnnc5)ccc4Cl)c3)nc2c1,-6.9,2.9
O=C1CCCC2=C1C1(CCCC1)N=C(Nc1nc3ccccc3s1)N2,2.8,5.6
Cc1ccccc1-c1nnc(SCC(=O)Nc2ccc3c(c2)OCCO3)n1N,-3.9,2.5
COc1ccc(OC)c(N(CC(=O)Nc2cccnc2)S(=O)(=O)c2ccccc2)c1,-5.6,7.2
O=C1OCCC1N1C(=O)c2ccccc2S1(=O)=O (configuration not stated),3.0,3.9
CCCc1nnc(SCC(=O)N2CCOCC2)n1C,-3.8,6.5
Cc1nnc(SCc2c(Cl)cccc2Cl)s1,-11.8,-13.5
O=C(OCn1ncc(Br)c(Br)c1=O)c1ccccc1Cl,-2.7,2.3
O=S(=O)(Nc1nc2ccccc2[nH]1)c1ccccc1,2.0,3.2
O=C(NCCc1c[nH]c2ccccc12)Nc1cccc2ccccc12,-7.5,0.3
COc1ccc2c(c1)OC13CCCCC1C2C(C(=O)c1ccccc1)C(=O)N3 (configuration not stated),2.5,9.0
C=CCN(N=Nc1cccc([N+](=O)[O-])c1)c1cccc([N+](=O)[O-])c1,28.5,-13.3
Cc1ccc(C2NC(=O)c3c(sc(C)c3C)N2)c(O)c1 (configuration not stated),11.9,11.3
C=C(C)C(=O)Nc1ccc(OC(F)(F)C(F)F)c(NC(=O)C(=C)C)c1,-3.7,8.5
CCn1c(SCC(=O)Nc2ccc3c(c2)OCO3)nc2ccccc21,1.1,1.3
Cc1cc(C)n2nc(SCc3cc(=O)oc4cc(O)ccc34)nc2n1,-3.9,1.5
CCn1cnc2cc(NCc3nc4ccccc4n3Cc3ccccc3)ccc21,-2.1,1.6
O=C(Nc1ccon1)c1ccccc1F,-10.8,3.8
O=S(=O)(NC1CCCC1)c1cccc(-c2nnc(-c3ccccc3)o2)c1,-1.1,-1.4
COc1ccc(NC(=O)C2=C(C)Nc3ncnn3C2c2ccccc2C(F)(F)F)c(OC)c1 (configuration not stated),3.5,11.4
COc1cccc(-c2nnc(SCC(=O)NCc3ccc4c(c3)OCO4)n2Cc2ccco2)c1,-1.5,-6.8
O=C(Nc1ccc2c(c1)OCO2)c1ccc(Cl)s1,7.7,9.8
Cc1ccc(Cn2c(=N)n(CC(O)COc3ccccc3)c3ccccc32)cc1 (configuration not stated),12.4,-13.3
COc1cccc(C(=O)Nc2nc3c(s2)CN(C)CC3)c1,2.5,5.5
Cc1ccc(CNC(=O)CSc2nc3ccsc3c(=O)n2NC(=O)c2ccccc2)cc1,-1.7,3.8
CCSc1nc2ccc(OC)cc2cc1C#N,0.8,5.9
c1ccc(-n2ncc3c(N4CCN(CCOc5cccc6ccccc56)CC4)ncnc32)cc1,7.8,6.0
Cc1ccc(NC(=O)CN(C)S(=O)(=O)c2cccc3nsnc23)cc1Cl,-4.3,7.0
CC(C)(C)OC(=O)NCCc1nnc(SCc2ccc(Cl)cc2)o1,-6.1,8.5
COC(=O)CN1C(=O)C2(C(C#N)=C(N)Oc3ccccc32)C2=C1CC(C)(C)CC2=O (configuration not stated),-3.8,3.0
COc1ccc(-c2noc(-c3ccccc3C(=O)NCc3ccco3)n2)cc1OC,2.3,1.0
Cn1c(=O)c2c(nc(N3CCN(Cc4ccccc4)CC3)n2CC(=O)c2ccccc2)n(C)c1=O,1.6,6.9
COc1cc(C2C(C(=O)c3ccc(C)o3)=C(O)C(=O)N2CCc2ccccc2)ccc1O (configuration not stated),3.8,5.0
COc1ccc(CCCc2nnc(SCC(=O)Nc3cc(C)ccc3C)o2)cc1,15.5,-12.1
Cc1ccc(-n2c(C)cc3c2CC(C)(C)CC3=O)cc1C,-7.7,-3.3
CCc1cc2c(SCC(=O)c3ccc(Cl)s3)ncnc2s1,1.8,7.0
CCOC(=O)c1cnn(-c2ccccc2)c1-c1ccccc1,19.3,-9.4
COc1ccc(-c2n[nH]c3c2C(c2ccc(OC)c(OC)c2)N(c2ccccc2)C3=O)cc1 (configuration not stated),1.2,3.3
CCOc1ccccc1C(=O)OCC(=O)Nc1ncc(C(F)(F)F)cc1Cl,-8.6,2.8
C=CCc1c(C)nc(N)[nH]c1=O,3.0,5.4
CCCCSc1nc2sc3c(c2c(=O)[nH]1)CCC3,0.6,5.4
Cn1c(C(=O)OC(C(=O)NCc2ccco2)c2ccncc2)cc2sccc21 (configuration not stated),-0.2,-5.9
CCOC(=O)c1cc2cc(OC)ccc2[nH]1,-3.5,1.8
Cc1ccc(-c2n[nH]c(=S)n2/N=C/C=C\c2ccccc2[N+](=O)[O-])cc1,-8.6,10.6
C=CCOC(=O)C1=C(C)NC(SCC(=O)Nc2nccs2)=C(C#N)C1c1ccc(Cl)cc1 (configuration not stated),19.4,19.5
Cc1nn(C2CCS(=O)(=O)C2)c(Cl)c1/C=C/C(=O)OCC(=O)Nc1ccccc1OC(F)F (configuration not stated),2.6,3.9
Cc1ccc(C)c(NS(=O)(=O)c2ccc(OCC(=O)N3CCOCC3)cc2)c1,-1.8,8.6
Cc1ccc(C(=O)NCc2ccco2)cc1S(=O)(=O)Nc1cccc(C)c1C,-0.3,-0.9
CC(C)CN(CC(C)C)C(=O)CC(=O)NC(=O)c1ccc(Cl)cc1,4.6,4.4
CCCC(=O)Nc1ccc2c(c1)nc1n2CCSC1,7.7,3.5
CCOC(=O)C1=C(c2ccccc2)O/C(=C(/C(=O)OC)C(F)(F)F)S1,0.5,7.0
CC(C)c1nc2ccc(C(=O)O)cc2[nH]1,1.1,-4.1
CC(C)NC(=O)C1CCN(C(=O)c2ccc(-c3ccccc3)cc2)CC1,6.5,5.0

# Profiles as entered above. Order of screens: FXIa inh	FXIIa single
# CCCCSc1nc2sc3c(c2c(=O)[nH]1)CCC3 across the screens: 0.6	5.4
# CC(C)c1nc2ccc(C(=O)O)cc2[nH]1 across the screens: 1.1	-4.1

# 7 of the entries above in order of the FXIa inh value, lowest first.
SMILES | FXIa inh
CCOC(=O)c1cc2cc(OC)ccc2[nH]1 | -3.5
CCOC(=O)C1=C(c2ccccc2)O/C(=C(/C(=O)OC)C(F)(F)F)S1 | 0.5
CCCCSc1nc2sc3c(c2c(=O)[nH]1)CCC3 | 0.6
COc1ccc(-c2n[nH]c3c2C(c2ccc(OC)c(OC)c2)N(c2ccccc2)C3=O)cc1 (configuration not stated) | 1.2
C=CCc1c(C)nc(N)[nH]c1=O | 3.0
CC(C)NC(=O)C1CCN(C(=O)c2ccc(-c3ccccc3)cc2)CC1 | 6.5
C=CCOC(=O)C1=C(C)NC(SCC(=O)Nc2nccs2)=C(C#N)C1c1ccc(Cl)cc1 (configuration not stated) | 19.4

# (listing goes on)
SMILES,FXIa inh,FXIIa single
O=C(NCCCN=C1NS(=O)(=O)c2ccccc21)c1ccc(S(=O)(=O)N2CCOCC2)cc1,-7.8,-0.8
CC(C(=O)O)n1c(C(F)(F)F)nc2ccccc21 (configuration not stated),4.5,8.5
CCCOC(=O)c1ccc(NC(=O)Oc2ccccc2)cc1,8.8,5.4
CCCC(=O)Nn1cnc2c(c1=O)C1(CCCCC1)Cc1ccccc1-2,2.2,8.7
COc1ccc(C)cc1S(=O)(=O)N(C)CC(=O)N1CCN(C)CC1,9.0,3.8
CCOc1ccc2nc(NCCCNS(=O)(=O)c3ccc(F)cc3)c(C#N)cc2c1,-1.0,-0.3
CC(C)Cn1cc(C(=O)NCC2CCCO2)c2c3ccccc3n(C)c2c1=O (configuration not stated),3.2,4.4
O=C(NCc1ccco1)c1sc2cc(F)ccc2c1Cl,-2.4,4.9
Cn1c(N)c(C(=O)COC(=O)CCC(=O)c2cccs2)c(=O)n(C)c1=O,4.7,0.3
O=C(CN1CCC(c2nc3ccccc3[nH]2)CC1)NCc1ccc2c(c1)OCO2,0.0,5.2
COCc1nc2ccccc2n1Cc1ccccc1,-4.9,-11.1
O=C(NCc1ccccn1)c1ccc(/C=N/O)nc1,-3.7,6.1
CCSc1ccc(NC(=O)c2cccnc2)cc1,0.8,3.3
Cc1nc(SC2CC(=O)N(c3ccccc3)C2=O)nc2c1CCCC2 (configuration not stated),7.2,6.5
Cc1nc2c(c(=O)n1CC1CCCO1)c1nc3ccccc3nc1n2CCC(C)C (configuration not stated),-0.7,-3.4
Cc1ccc(S(=O)(=O)c2ccccc2)cc1S(=O)(=O)N1CCOCC1,-5.2,2.5
CC(C)(C)c1cc(=O)n2c(nc3ccccc32)[nH]1,2.4,2.1
O=C(Nc1ccc2c(c1)OCCO2)C1c2ccccc2C(=O)N2CCc3ccccc3C12 (configuration not stated),0.8,4.8
COc1cc(NC(=O)C2CCN(S(=O)(=O)c3cnc[nH]3)CC2)cc(OC)c1OC,12.6,-4.0
O=C(CSc1ccccc1)Nc1ccccc1N1CCOCC1,4.4,8.6

# Seven entries from above, sorted by SMILES length, smallest number first:
SMILES,FXIa inh,FXIIa single
COCc1nc2ccccc2n1Cc1ccccc1,-4.9,-11.1
O=C(CSc1ccccc1)Nc1ccccc1N1CCOCC1,4.4,8.6
CC(C)(C)c1cc(=O)n2c(nc3ccccc32)[nH]1,2.4,2.1
Cc1ccc(S(=O)(=O)c2ccccc2)cc1S(=O)(=O)N1CCOCC1,-5.2,2.5
O=C(CN1CCC(c2nc3ccccc3[nH]2)CC1)NCc1ccc2c(c1)OCO2,0.0,5.2
COc1cc(NC(=O)C2CCN(S(=O)(=O)c3cnc[nH]3)CC2)cc(OC)c1OC,12.6,-4.0
O=C(NCCCN=C1NS(=O)(=O)c2ccccc21)c1ccc(S(=O)(=O)N2CCOCC2)cc1,-7.8,-0.8

# (list continues)
SMILES,FXIa inh,FXIIa single
Cc1cc(NC(=O)c2ccccc2Cl)no1,3.8,10.1
CCC1(c2ccc(F)cc2)NC(=O)N(CC(=O)N2CCOCC2)C1=O (configuration not stated),-6.2,-6.5
COC(=O)c1c(NC(=O)c2c(-c3ccccc3Cl)noc2C)sc2c1CCC2,5.9,6.7
O=C1CCC([N+](=O)[O-])C(c2ccccc2Cl)N1 (configuration not stated),10.4,2.3
Cc1cc(NC(=O)CCC(=O)N(CC2CCCO2)C(C(=O)NC2CCCC2)c2cccnc2)no1 (configuration not stated),3.4,5.4
N=C(N)N1CCc2ccccc2C1,1.1,7.8
Cc1nc(=S)c2ccccc2[nH]1,-6.3,5.6
Cc1cc2ncn(CCOc3ccccc3)c2cc1C,-2.6,2.9
CCOC(=O)c1c(NC(=O)c2cccs2)sc(CC)c1-c1cccs1,-8.7,1.9
CC(C)(C)N1C(=O)c2ccccc2NC(=O)N1Cc1ccccc1,-5.5,1.4
C/C(=N/NC(=O)c1cc2ccccc2cc1O)C1C(=O)c2ccccc2C1=O,-4.6,5.0
O=C(CCSc1ccccc1)Nc1nc2c(s1)CCCC2,-9.2,4.5
CCCCCCC(=O)N1CCN(c2cc3c(cc2F)c(=O)c(C(=O)O)cn3CC)CC1,-2.7,2.1
CCOC(=O)N1CCN(c2c(N3CCN(c4cc(C)ccc4C)CC3)c(=O)c2=O)CC1,-3.6,10.3
C=C(C)CN(CC)CCC(=O)Nc1ccc(OC)cc1OC,3.2,6.3
COc1ccc(C2Oc3ccccc3C3=C2C(c2cccs2)n2ncnc2N3)cc1 (configuration not stated),1.3,8.0
COCCNC(=O)c1cc(-c2cccnc2)nc2ccc(Br)cc12,-10.7,0.9
CC(C)c1cccc(C(C)C)c1OCCCCN1CCCC1,21.8,-6.3
CC1=C(C(=O)Nc2ccccc2)C2(CCCCC2)C(C#N)=C(S)N1,2.1,3.8

# Compound activity deposited in PubChem BioAssay by PCMD.
